SENP6 block = inhibitors of human SENP6 protease; inhibition, % at 10 µM; AID 2599; Recombinant SENP6 catalytic domain, aminoluciferin luminescence; actives 1.8% (n = 330,000); Q9GZR1;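 active means inhibition above about 50% at the single tested dose, limit read from the data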;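 further: plate controls were DMSO wells with enzyme for no effect and DMSO wells lacking enzyme for full effect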
Target sequence (Q9GZR1 628-1112 limits assumed): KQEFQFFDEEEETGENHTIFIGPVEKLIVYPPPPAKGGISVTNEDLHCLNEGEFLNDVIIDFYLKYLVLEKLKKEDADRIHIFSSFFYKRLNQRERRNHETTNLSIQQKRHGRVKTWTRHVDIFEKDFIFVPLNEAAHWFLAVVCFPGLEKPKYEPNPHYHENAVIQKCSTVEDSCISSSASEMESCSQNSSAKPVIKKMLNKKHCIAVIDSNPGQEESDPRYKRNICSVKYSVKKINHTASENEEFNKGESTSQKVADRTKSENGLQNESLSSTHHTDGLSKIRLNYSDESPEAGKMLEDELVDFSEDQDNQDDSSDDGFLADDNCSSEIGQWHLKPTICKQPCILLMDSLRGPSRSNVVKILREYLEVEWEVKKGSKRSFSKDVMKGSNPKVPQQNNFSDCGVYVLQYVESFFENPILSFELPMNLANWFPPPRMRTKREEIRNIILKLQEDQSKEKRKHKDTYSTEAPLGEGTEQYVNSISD
UBC13 inh = inhibitors of human UBC13 polyubiquitin chain formation; TR-FRET; inhibition, % at 20 µM; actives 0.47% (n = 330,000); in the data active means inhibition above about 45%, passing the limit was not always enough
SENP8 block-1 = blocks the human protease SENP8; Q96LD8; purified SENP8, Z-RLRGG-aminoluciferin cleavage, luminescence; inhibition, % at 10 µM; actives 1.2% (n = 330,000); AID 2540; in the data active means inhibition above about 50%
SENP8 block-2 = SENP8 (human) protease inhibition; Q96LD8; recombinant SENP8, Nedd8 substrate fluorescence; inhibition, % at 20 µM; actives 0.64% (n = 360,000); AID 602440; in the data active means inhibition mostly above about 40%, no sharp cut-off; inactive means mostly below about 27%
SENP7 block = blocks the human protease SENP7; actives 1.5% (n = 330,000); Q9BQF6; AID 434973; recombinant SENP7, Z-RLRGG-aminoluciferin luminescence, 40 min; inhibition, % at 5 µM;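 active means inhibition above about 50% at the single test dose, limit read from the data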;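 further: plate controls were DMSO with enzyme for no effect and no enzyme buffer wells for full effect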
Target sequence (Q9BQF6 706-1050 limits assumed): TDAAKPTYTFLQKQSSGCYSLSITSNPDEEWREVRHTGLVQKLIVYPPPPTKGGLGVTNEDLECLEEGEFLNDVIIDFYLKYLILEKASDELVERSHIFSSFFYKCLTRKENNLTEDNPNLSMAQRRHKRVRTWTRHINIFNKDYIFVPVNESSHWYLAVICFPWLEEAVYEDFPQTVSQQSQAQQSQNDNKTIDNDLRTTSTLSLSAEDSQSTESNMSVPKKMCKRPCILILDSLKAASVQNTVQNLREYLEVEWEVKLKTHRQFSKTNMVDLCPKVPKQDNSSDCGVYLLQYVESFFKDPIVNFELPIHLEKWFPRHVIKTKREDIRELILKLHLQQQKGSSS
Apaf1 inhib = blocks human Apaf-1 apoptosome activity; O14727; reconstituted apoptosome caspase-3 activity, DEVD-Rh110 fluorescence; inhibition, % at 20 µM; actives 0.71% (n = 330,000); active means inhibition of at least 40% at 20 µM;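 further: plate controls were DMSO wells for no effect and DEVD-CHO caspase inhibitor wells for full effect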
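System: reconstituted apoptosome with Apaf-1, cytochrome c, caspase-9, procaspase-3, dATP; Signal: Rh110 fluorescence intensity; Schedule: 30 min compound preincubation, 50 min activation, room temperature; Reagent: cytochrome c trigger plus (Z-DEVD)2-Rh110 caspase-3 substrate.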
SENP1 FRET inh = inhibitors of human SENP1 SUMO protease catalytic domain; recombinant SENP1 catalytic domain, CyPet-SUMO1-YPet FRET cleavage; inhibition, % at 10 µM; actives 0.21% (n = 360,000); AID 624204;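 active means inhibition at least 30% at 10 µM, raw YFP signal under a set limit, fluorescence ratio 0.5 to 1.5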;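 further: 0% = enzyme with DMSO and 100% = no enzyme wells; some results filed as inactive read as strong as hits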
Target sequence (Q9P0U3 419-644 limits assumed): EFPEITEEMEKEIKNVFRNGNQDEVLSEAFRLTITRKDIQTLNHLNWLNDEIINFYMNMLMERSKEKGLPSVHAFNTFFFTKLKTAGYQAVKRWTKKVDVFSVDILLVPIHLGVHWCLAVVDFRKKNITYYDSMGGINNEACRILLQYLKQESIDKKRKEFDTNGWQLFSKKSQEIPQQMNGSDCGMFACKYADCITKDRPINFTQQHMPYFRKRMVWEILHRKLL
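System: Recombinant human SENP1 catalytic domain, His6-tagged | Incubation: Enzyme reaction for 50 min at room temperature, dark | Medium: Tris pH 8 with BME, BSA, NP40 and catalase | Also added: 25 nM SUMO1 FRET substrate | Compound: 10 µM single point, 0.5% DMSO | Measured by: FRET fluorescence in CFP and YFP emission channels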
APOBEC3G inh = APOBEC3G (human) deaminase inhibition. inhibition, % at 20 µM. AID 493012. recombinant A3G, ssDNA deamination FAM/TAMRA fluorescence. Q9HC16. actives 0.28% (n = 330,000);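 active means inhibition of at least 40% at 20 µM, with no more than 30% in the related APOBEC3A deaminase screen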;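 further: plate controls were DMSO wells with A3G for no effect and wells lacking A3G enzyme for full effect; some compounds called inactive have numbers as strong as hits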
* = called active by the depositor; i = inactive; / = no result given.

Results follow in this order: SENP8 block-2	Apaf1 inhib	APOBEC3G inh	SENP1 FRET inh	SENP6 block	SENP8 block-1	UBC13 inh	SENP7 block
1. CCCCn1c(N)c(N(CCOC)C(=O)c2cc(-c3ccc(F)cc3)nc3ccccc23)c(=O)[nH]c1=O
  -85	12	3	-22	-8	3	-8	0
2. C#CCOc1ccc(/C=C2/C(=O)NN(c3ccc(F)cc3)C2=O)cc1OC
  12	-2	-5	3	5	-5	-5	1
3. CC(C)CC(=O)NC1(C(F)(F)F)C(=O)N(CC(C)C)C2=C1C(=O)CC(C)(C)C2 (stereo unspecified)
  8	-9	-7	2	-12	-2	3	1
4. Brc1ccc(C2=CSC3=NCCN23)cc1
  -8	-11	-7	0	1	-1	5	3
5. COc1ccc(-c2nnc(SCc3cccnc3)o2)cc1
  15	-1	1	-1	-26	-9	10	-2
6. O=C(Nc1ccnn1C1CCN(CCCc2ccccc2)CC1)c1cccc(F)c1
  8	-2	-4	-1	-11	-2	6	-6
7. CC1CCCCC1NC(=O)CCn1c(=O)oc2ccccc21 (stereo unspecified)
  15	-17	-8	2	0	-2	8	5
8. COC(=O)c1nc2n(n1)C(c1cc(OC)ccc1OC)C(C(=O)OC1CCCCC1)=C(C)N2 (stereo unspecified)
  5	25	-3	2	-16	-11	-3	-5
9. COc1ccc(Cl)cc1N1C(=O)CC(N2CCN(S(=O)(=O)c3ccccc3F)CC2)C1=O (stereo unspecified)
  18	7	0	3	22	5	-6	0
10. CCOC(=O)NC(=O)CSc1nnc(SCCC(=O)O)s1
  11	5	1	2	0	4	10	9
11. Cc1ccc(/C=N/Nc2nnc(Cl)c3ccccc23)cc1
  -10	10	-6	2	93*	86*	-6	95*
12. CCCCCC(=O)Nc1cccc(C2=NOC3(C2)C[C@@H](C(N)=O)N(C(=O)c2ccc(OC)cc2)C3)c1 (stereo partly specified)
  9	7	-6	0	6	-3	-2	-13
13. Cc1ccsc1C(=O)NN=C1CCCCCC1
  10	2	-8	1	5	5	-3	-2
14. COc1ccc(-c2c(C)c3ccc(OCC(C)=O)cc3oc2=O)cc1
  /	17	-10	/	-12	-3	0	-12
15. CCC1CCCCN1CCCNC(=O)CCNC(=O)Cn1cnc2ccccc2c1=O (stereo unspecified)
  2	9	-7	1	-10	-2	4	1
16. Cc1nn(-c2ccccc2)c(N2CCCC2)c1/C=N/NC(=O)c1cc2ccccc2cc1O
  -181	17	-4	-27	2	5	-3	2
17. Cc1ccccc1NC(=O)CSc1n[nH]c(-c2ccccn2)n1
  2	1	-6	1	8	6	-18	-2
18. CCCCn1c(N)c(N(CCOC)C(=O)C2CCN(S(=O)(=O)c3ccc(C)c(C)c3)CC2)c(=O)[nH]c1=O
  15	-8	-13	-1	-5	-8	2	-3
19. CCn1cnnc1SCC(=O)NCC1COc2ccccc2O1 (stereo unspecified)
  5	2	-11	1	-15	-24	-1	-10
20. CCOc1ccc2ccccc2c1/C=N/n1cncn1
  -13	12	1	4	-12	6	-2	2
21. COc1cccc(CN2CC(C(=O)NCCOc3ccccc3F)CCC2=O)c1 (stereo unspecified)
  10	10	5	0	-14	3	-2	0
22. CN1C=C(C(F)(F)F)C=C/C1=C(\C#N)c1nnc2n1CCCCC2
  15	-9	-6	-1	-15	3	-3	-2
23. OCCCc1cn(-c2ccccc2)c2ccccc12
  7	-3	-5	1	6	-3	8	-2
24. COc1ccc(S(=O)(=O)N2CC(C(=O)O)Oc3ccc(CC(=O)O)cc32)cc1 (stereo unspecified)
  22	10	-12	2	-16	-2	-12	-8
25. Cc1nc2c(ncn2-c2ccccc2)c(=O)n1NC(=O)CN1CCCC1
  8	-4	-2	2	2	-11	3	6
26. CNC(=S)N/N=C/c1cn(Cc2ccc(C)cc2)c2ccccc12
  -10	11	-7	4	11	-8	-12	-4
27. Cc1c(C(=O)N2CC(C)OC(C)C2)sc2nc(-c3ccccc3)cn12 (stereo unspecified)
  /	3	0	/	1	4	5	-2
28. O=C(/C=C\c1ccc(-c2ccccc2)o1)c1ccccc1
  -7	5	12	-24	-2	7	-6	12
29. Cc1ccccc1NS(=O)(=O)c1ccc(NC(=O)c2nc3ncccn3n2)cc1
  11	-19	-7	0	5	-7	1	-2
30. CCN1CCN(C(=O)Cn2ncc3c([nH]c4ccccc43)c2=O)CC1
  -11	-3	-7	1	-11	2	8	-5
31. COc1ccc(-c2cnc(SCCNC(=O)c3ccc4c(c3)OCO4)[nH]2)cc1
  2	6	-7	1	-21	-16	2	1
32. N#Cc1ccc(S(=O)(=O)N2CCN(C(=O)[C@@H]3CCCN3C(=O)c3cccs3)CC2)cc1
  2	5	-4	0	-6	-13	-15	-4
33. O=C(Nc1nccs1)c1ccccn1
  -5	-16	-7	2	4	0	-10	1
34. N#Cc1ccc(COC(=O)CSc2nnc(N)s2)cc1
  -2	1	-5	0	2	1	-3	-2
35. O=C(NN1C(=O)c2ccccc2NC1c1cccnc1)c1ccccc1 (stereo unspecified)
  -357	10	-11	1	3	-2	2	-5
36. COc1ccc(C)cc1-n1nnnc1SCC(=O)NC1CC1
  7	-1	-11	1	2	4	5	0
37. CC(=O)c1cccc(NC(=O)COc2ccc(S(=O)(=O)N3CCCCC3)cc2)c1
  12	5	-6	2	-5	2	1	-3
38. CCc1cccc(C)c1NC(=O)c1ccc2c(c1)CCN2S(C)(=O)=O
  10	-1	-1	2	-6	-2	2	3
39. CCCCNC(=O)c1cn(CC)c2cc(N3CCN(C(=O)c4ccco4)CC3)c(F)cc2c1=O
  i	12	-1	-1	13	-4	14	-2
40. O=C(c1cc(-c2ccncc2)nc2ccc(Cl)cc12)N1CCN(C(=O)C2CCCO2)CC1 (stereo unspecified)
  11	-7	-7	-3	1	0	-9	0

Full records from above. Values in the order: SENP8 block-2	Apaf1 inhib	APOBEC3G inh	SENP1 FRET inh	SENP6 block	SENP8 block-1	UBC13 inh	SENP7 block
`O=C(Nc1nccs1)c1ccccn1` as listed: -5	-16	-7	2	4	0	-10	1
`N#Cc1ccc(COC(=O)CSc2nnc(N)s2)cc1` as listed: -2	1	-5	0	2	1	-3	-2
`CC(=O)c1cccc(NC(=O)COc2ccc(S(=O)(=O)N3CCCCC3)cc2)c1` as listed: 12	5	-6	2	-5	2	1	-3
`COc1ccc(-c2cnc(SCCNC(=O)c3ccc4c(c3)OCO4)[nH]2)cc1` as listed: 2	6	-7	1	-21	-16	2	1

More results follow.
Results follow in this order: SENP8 block-2	Apaf1 inhib	APOBEC3G inh	SENP1 FRET inh	SENP6 block	SENP8 block-1	UBC13 inh	SENP7 block
41. Cc1ccccc1CSc1ccc(S(=O)(=O)N2CCCC2)cn1
  5	11	-6	1	2	0	10	0
42. COCC(=O)Nc1nnc(-c2cccs2)s1
  i	-9	-4	2	-2	-11	14	0
43. COc1cc(C(=O)OCC(=O)Nc2ccc3c(c2)OC(F)(F)O3)ccc1OCc1c(C)noc1C
  11	19	1	1	8	6	-6	17
44. O=C(COC(=O)/C=C/c1ccc([N+](=O)[O-])cc1)NNC(=O)c1ccccc1
  18	1	-1	3	-6	-2	-14	6
45. CN1C(=O)N(C)C2(c3ccccc3)N(C)C(=O)NC12c1ccccc1 (stereo unspecified)
  12	-6	-3	-2	-49	-3	-4	9
46. Cc1ccc[n+](CC(=O)/C=C2\N(C)c3ccccc3C2(C)C)c1
  10	-13	-7	1	9	0	-5	8
47. COc1ccc(Cn2c(=O)cc(C)[nH]c2=S)cc1
  3	-8	-2	1	11	6	9	3
48. Cc1c(C(=O)N2CCOCC2)[nH]c2c1C(=O)CC(c1ccccc1Cl)C2 (stereo unspecified)
  6	9	-1	-8	-1	-4	-6	-5
49. O=[N+]([O-])c1ccc(CN2CCCCCC2)s1
  24	-5	-7	4	15	-3	3	3
50. CCN(Cc1ccc(OC)c(F)c1)C(=O)c1cc2ccccc2o1
  -6	18	-2	-6	-6	-9	3	-3
51. CN(C)C(=O)c1nc2ccc(Cl)cn2c1CN1CCCC(OCc2cccnc2)C1 (stereo unspecified)
  4	-2	-4	-2	8	-5	-15	-7
52. O=C(N/N=C/c1ccc(F)cc1)c1cc(-c2ccco2)nc2ccccc12
  i	31	85	3	-62	12	26	2
53. O=c1oc(-c2ccc([N+](=O)[O-])cc2)nc2ccccc12
  11	6	-8	3	7	-4	6	-19
54. O=C(/C=C/c1cccc([N+](=O)[O-])c1)OC1CCCCC1=O (stereo unspecified)
  -4	1	-5	2	-12	-8	-5	-1
55. CCn1cc(CNC(=O)c2ccc3nc(Cc4ccc(OC)cc4)oc3c2)cn1
  14	-1	7	0	-8	2	-4	5
56. O=C(CSc1ncccn1)NCc1cccc(Cl)c1
  2	-6	-5	-1	-6	5	15	5
57. CCN(c1ccccc1)S(=O)(=O)c1ccc(OC)c(NC(=O)C2CC(=O)N(Cc3ccccc3)C2)c1 (stereo unspecified)
  20	15	-5	2	-16	-5	-3	-3
58. Cc1noc(C)c1S(=O)(=O)N(CC(=O)Nc1ccc2c(c1)OCO2)c1ccc(C(C)C)cc1
  2	25	-8	-6	-6	-9	13	-5
59. CCOC(=O)Cc1csc(NC(=O)c2ccc([N+](=O)[O-])cc2[N+](=O)[O-])n1
  17	-12	-6	1	-5	3	-8	4
60. CCCCSc1nnc(-c2c[nH]c3ccccc23)n1C
  15	2	-5	0	-6	-7	7	4
61. O=C(c1ccccc1)C(C(=O)N1CCCCC1)n1ccccc1=O (stereo unspecified)
  9	0	-2	0	-8	-1	0	6
62. O=C(NCC1CCCO1)c1cc(NS(=O)(=O)c2cccs2)cc(NS(=O)(=O)c2cccs2)c1 (stereo unspecified)
  1	2	-7	2	-18	-8	-5	-6
63. COc1ccc(C)cc1NC(=O)CN1CCCC1c1ccc2c(c1)OCCCO2 (stereo unspecified)
  7	20	-4	-4	-9	10	1	0
64. CCOc1ccc(C(=O)NC(C(=O)NCCc2ccc(OC(F)F)cc2)C(C)C)cc1 (stereo unspecified)
  2	28	-1	-6	-3	5	1	3
65. CCCc1c(C)nc(N2CCN(c3cccc(OC)c3)CC2)[nH]c1=O
  5	11	-3	2	10	-14	-6	6
66. Cc1ccc(-c2nc(C3CCN(S(C)(=O)=O)CC3)no2)cc1
  14	8	-6	1	9	-3	2	1
67. Cc1ccc(-c2nnn(CC(=O)N(c3cccc(O)c3)C(C(=O)NC(C)(C)C)c3cccs3)n2)o1 (stereo unspecified)
  8	1	-4	0	-18	-5	3	2
68. O=C(NCc1ccccc1)c1cc(-c2ccncc2)nc2ccc(S(=O)(=O)N3CCOCC3)cc12
  27	4	-4	1	-3	8	-8	-7
69. O=C(c1ccco1)N1CCN(c2nc(-c3ccc(F)cc3)cs2)CC1
  8	19	1	3	-14	-8	5	4
70. Cc1ccc(CCN2CC(C(=O)NCCN3CCCCCC3)CC2=O)cc1 (stereo unspecified)
  31	23	2	-24	-4	-1	25	-3
71. COc1ccc(Cl)cc1NC(=S)N1CCN(c2ncccn2)CC1
  -1	-1	-10	-1	3	1	2	4
72. Cc1ccc(NC(=O)COC(=O)CN2CSCC2=O)cc1C
  25	-1	0	1	-2	-3	9	7
73. CC(C)OCC(O)CN1CCN(CC(O)COc2ccc3c(c2)OCO3)CC1 (stereo unspecified)
  7	9	-1	0	4	-3	2	14
74. CCOC(=O)C1CCN(C(c2cccc(F)c2)c2sc3nc(C)nn3c2O)CC1 (stereo unspecified)
  5	1	0	2	-18	6	5	3
75. COc1ccc(CCNC(=O)CN(c2ccccc2OC)S(C)(=O)=O)cc1
  12	-1	-4	1	-2	7	2	3
76. COC(=O)Cn1cc(C(=O)C2CC2)c2ccccc21
  17	1	0	3	3	-1	1	1
77. O=c1oc(-c2cccs2)nc2c1cnn2-c1ccccc1
  12	-16	-6	1	3	13	13	-2
